Compound activity (PubChem)
HTT cytoprotect = protects HTT-Q103 PC12 cells, measured by ATP. PC12 HTT-Q103 induced, cytoprotection, ATP luminescence, 40 h. Potency, µM (doses to about 56.4 µM), for the others: cytoprotection (ATP increase), hits mostly activators. 0.14% of 230,000 active;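 further: % of control where 0% means no effect; nearly all actives have a fitted effect of over 45% in size; toxic huntingtin expression switched on by the ecdysone agonist tebufenozide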
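Stable PC12 Q103-GFP cells in serum-supplemented, phenol red-free DMEM; induction by tebufenozide at 100 nM final; compound dose series; cell viability quantified luminescently from ATP.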
IMPase Li cell = membrane-permeable IMPase blocker, potentiated with lithium | CHO-M1 cells, IP1 TR-FRET (IP-One), carbachol + lithium | 0.35% of 210,000 active | Potency, µM (titrated, usually from 59.4 µM), for inactives: top-dose activity, negative = IMPase inhibition, usual class: inhibitors | AID 1457;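 further: IP1 builds up when IMPase is blocked and the TR-FRET signal falls; plate controls were basal vehicle for no effect and high inhibitor control for full effect; nearly all actives have a fitted effect of over 50% in size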
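CHO cells stably expressing M1 receptor (2000/well) were cultured 16–30 h, then exposed to compounds with a small lithium addition for 30 min at 37C. IP1 was measured by TR-FRET competition; AC50 from Hill fits.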
HttQ103 aggreg = inhibitors of mutant huntingtin aggregate formation in PC12 cells | AID 1688 | PC12 HttQ103-GFP aggregates, Acumen cytometry, 40 h | 1.1% of 220,000 active | Potency, µM (series often up to 46.1 µM), inactives show at the top dose activity change, negative = inhibition, most hits filed as inhibitors; further: on the % scale 0 is the no-effect control and ±100 the full control effect; nearly all actives have a fitted effect of over 60% in size
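PC12 cells stably carrying ecdysone-inducible HTT exon 1 Q103–GFP were induced with tebufenozide (100 nM final) and treated with library compounds in titration. GFP aggregates in lysates were counted by laser scanning cytometry.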
GAA spleen mod = lysosomal alpha-glucosidase (human) modulation. P10253. human spleen homogenate, 4-MU-alpha-glucoside fluorescence. Potency, µM (titrated, usually from 79.9 µM), for inactives: top-dose activity change, negative = inhibition, hits mostly inhibitors. 0.006% of 240,000 active;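 further: 0% = enzyme with vehicle and -100% = no enzyme basal signal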
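Human spleen homogenate (1 ug) with 4-methylumbelliferyl-alpha-D-glucopyranoside (1 mM final) in 50 mM citrate/phosphate pH 5.0, 0.01% Tween-20; 40 min at 37 C. Stopped at pH 10; 4-MU fluorescence Ex 365/Em 440 nm; AC50 by Hill fit.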
GAA inhib = inhibitors of human lysosomal alpha-glucosidase. P10253. purified human GAA, 4-MU-alpha-glucoside fluorescence. Potency, µM (titrated, usually from 76.9 µM), for the others: at the top dose activity change, negative = inhibition, actives largely listed as inhibitors. 0.005% of 200,000 active. AID 1466;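 further: plate controls were uninhibited enzyme wells for no effect and no-enzyme background for full effect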
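Read-out is 4-methylumbelliferone fluorescence (Ex 365/Em 440 nm) after NaOH/glycine stop at pH 10. Enzyme 4 nM, substrate 400 uM, pH 5.0 citrate buffer, 20 min room temperature; AC50 from Hill-equation concentration-response.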
GAA glycogen mod = GAA glycogen-cleavage inhibition or activation | AID 2100 | 0.38% of 300,000 active | recombinant GAA, glycogen substrate, Amplex Red glucose oxidase fluorescence | Potency, µM (titrated, usually from 76.4 µM), for inactives: at the highest dose activity change, negative = inhibition, hits mostly inhibitors;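 further: 0% = full enzyme reaction and -100% = no-enzyme basal signal; the screen sought inhibitors and activators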
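qHTS, 1536-well; enzyme 4 nM final; cpd up to 77 uM; substrate bovine liver glycogen 30 ug; 50 mM citrate/phosphate pH 5.0, 0.01% Tween-20; 37 C, 40 min; Amplex Red detection 45 min RT; Hill fit → AC50.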
GoLoco inh red = RGS12 GoLoco-Gai1 interaction inhibition; Gai1:RGS12 GoLoco peptide FP, rhodamine, 10 min; 0.44% of 230,000 active; Potency, µM (titrated, usually from 61.6 µM), for inactives: top-dose activity, negative = inhibition, usual class: inhibitors; AID 880; active means well fitted inhibition curve with a large enough effect, not every such curve was filed as active; inactive means no such curve, though single readings can be large or run the other way; further: on the % scale 0 is the no-effect control and ±100 the full control effect; nearly all actives have a fitted effect of over 30% in size; many of its hits are not listed in these tables
Target sequence (P63096 whole entry, looked up): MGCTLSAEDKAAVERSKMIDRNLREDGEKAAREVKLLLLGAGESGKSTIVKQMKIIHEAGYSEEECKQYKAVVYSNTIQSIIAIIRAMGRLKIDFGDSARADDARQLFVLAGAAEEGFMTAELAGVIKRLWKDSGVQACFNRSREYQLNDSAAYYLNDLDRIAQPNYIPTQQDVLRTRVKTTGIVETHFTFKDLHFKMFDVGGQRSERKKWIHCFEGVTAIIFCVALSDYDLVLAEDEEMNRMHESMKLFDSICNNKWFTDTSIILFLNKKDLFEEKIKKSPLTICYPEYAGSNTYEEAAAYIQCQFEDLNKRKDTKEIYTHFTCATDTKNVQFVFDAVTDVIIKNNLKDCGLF
Starred values were filed as active, the others as inactive; ? = inconclusive; . = no result given; [ ] = remark or other dose. Unless noted, the call rests on the fitted dose curve; in most records, active means well fitted curve in the direction sought with a large enough effect; inconclusive means small, poorly fitted or top-dose-only effect, or another doubt; inactive means no such curve, though single readings can be large; an effect the other way counts as inactive or inconclusive. Potency means the concentration at half of the fitted maximal effect. Only part of the results is shown (hit frequency here may not be typical).

Each structure is followed by: HTT cytoprotect, IMPase Li cell, HttQ103 aggreg, GAA spleen mod, GAA inhib, GAA glycogen mod, GoLoco inh red
> Cc1ccc(/C=C/C(=O)c2nc3ccccc3[nH]2)cc1
→ -5%, 3%[38.3 µM], 24%, -6%, -29%, 5%, 1%
> CCN(C(=O)CSc1n[nH]c(-c2cccs2)n1)C1CCS(=O)(=O)C1 (configuration not stated)
→ 10%[10 µM], ., -11%[9.22 µM], -2%, ., -7%, 0%
> CC(C)(C)C(=O)NC(=S)Nc1ccccc1C(=O)Nc1ccccc1
→ 8%, -28%[38.3 µM], 5%, 1%, 6%, -3%, -2%
> C=C1C2(C(=O)Nc3nccs3)CCC(C2)C1(C)C (configuration not stated)
→ 10%, 7%[38.3 µM], -5%, -8%, 0%, -8%, 5%
> Cc1ccc(C)c(C(C)NC(=O)c2ccc(Br)o2)c1 (configuration not stated)
→ -33%, -5%, -3%[9.22 µM], 3%, -3%, 12%, 152%[activator]
> O=c1[nH]c2cc(Cl)ccc2n1-c1ccccc1
→ 6%[10 µM], -4%[38.3 µM], -3%, -10%, -5%, -2%, 48%[activator]
> O=C(CSc1nnc(-c2ccccc2)n1-c1ccc(Cl)cc1)N/N=C/c1ccccc1C(=O)O
→ 6%[10 µM], ., 0%[9.22 µM], 7%, ., 8%, 1%
> Cc1ccc(S(=O)(=O)Oc2ccc(/C=C3/N=C(c4ccccc4)OC3=O)cc2)cc1
→ ?, 0%, 23%, 1%, -7%, 0%, 4%
> Cc1sc2nc(C)n(/N=C/N(C)C)c(=O)c2c1C
→ -6%[10 µM], ., -15%[9.22 µM], 1%, ., -4%, -33%
> N/C(COc1ccc(Cl)cc1Cl)=N\O
→ 17%[10 µM], ., 9%[9.22 µM], 0%, -2%[15.4 µM], 2%, 10%
> C/C(=C\c1ccccc1)CN1CCN(c2ccccc2F)CC1
→ -22%, -4%[38.3 µM], -15%, -2%, -17%, -8%, -8%
> CC1=NN(c2ccc(Cl)cc2)C(=O)C1
→ 25%, 19%, ?, -4%, -10%, -1%, -3%
> CCOc1ccc(N2CC(C(=O)NCCN3C(=O)S/C(=C\c4cccnc4)C3=O)CC2=O)cc1 (configuration not stated)
→ -26%, 5%, -12%, 2%, ?, 5%, 0%
> Cc1ccc(S(=O)(=O)NC2=NCN(Cc3cccnc3)CN2)cc1
→ -13%[0.074 µM], -4%[38.3 µM], -8%, 1%, -2%, -1%, 4%
> CC(C)[C@@H]1NC(=O)c2cc([N+](=O)[O-])cc(I)c2NCC[C@@H](C(N)=O)NC(=O)[C@H](CO)NC1=O
→ ., 5%, -8%, -1%, -5%, 2%, -6%
> Cc1ccc(N=C2NC(=O)/C(=C/c3cccn3C)S2)cc1C
→ 5%[10 µM], ., 6%[9.22 µM], 2%, -2%[15.4 µM], 6%, 18%
> O=c1c2ccccc2nc2n1CCN2
→ -11%, 19%[38.3 µM], -9%, -5%, -9%, -3%, 8%
> CCCOc1cc(C)c(S(=O)(=O)N2CCN(C)CC2)cc1C
→ 13%[10 µM], 6%[38.3 µM], 0%, 3%, -8%, 4%, 4%
> CCOC(=O)C1=C(CSc2nc(CC)c(C)cc2C#N)OC(N)=C(C#N)C1c1ccccc1 (configuration not stated)
→ -3%, 8%[38.3 µM], 3%[9.22 µM], 1%, -5%, -14%, 6%
> O=[N+]([O-])c1ccc2nc(-c3ccccc3)n(OCc3ccc(Cl)cc3)c2c1
→ -6%, 29%[38.3 µM], -5%, -6%, -1%, 12%, 11%

Individual results from the entries so far.
Reading of `CCCOc1cc(C)c(S(=O)(=O)N2CCN(C)CC2)cc1C` in GoLoco inh red: 4%
Reading of `O=[N+]([O-])c1ccc2nc(-c3ccccc3)n(OCc3ccc(Cl)cc3)c2c1` in HTT cytoprotect: -6%

New compounds follow.
Each structure is followed by: HTT cytoprotect, IMPase Li cell, HttQ103 aggreg, GAA spleen mod, GAA inhib, GAA glycogen mod, GoLoco inh red
> COc1ccc2[nH]c(C)c(CCN(Cc3cccs3)C(=S)Nc3ccccc3OC)c2c1
→ 9%[10 µM], -10%[38.3 µM], -25%, -16%, -3%, -19%, 5%
> CN1CCN(CCCNC(=O)C2CCN(c3nnc(-n4cccc4)s3)CC2)CC1
→ -20%, 6%[38.3 µM], -1%, 2%, -6%, 8%, 10%
> CC(=O)Nn1c(COc2ccccc2C)nc2ccccc2c1=O
→ -10%, ., 2%, 1%, 1%, 7%, .
> COc1ccc(CCNC(=O)Cn2cnc3c(nnn3Cc3ccc(C)cc3)c2=O)cc1OC
→ 9%[10 µM], ?, 3%, -5%, -6%, 5%, 0%
> Clc1ccc(-n2nnnc2CN2CCCCC2)cc1Cl
→ -13%[10 µM], 18%[38.3 µM], ?, -4%, -4%, -2%, -7%
> O=C(NNC(=O)c1nn(-c2ccc(F)cc2)ccc1=O)Nc1cccc(Cl)c1
→ 15%[10 µM], ., 5%[9.22 µM], -1%, ., -1%, 9%
> C=CCNC(=O)c1cccn1-c1ccsc1C(=O)OC
→ 10%, 11%[38.3 µM], -3%, 0%, 8%, 1%, 0%
> COc1cccc(/C(O)=C2/C(=O)C(=O)N(CCCN(C)C)C2c2cccc(Cl)c2)c1 (configuration not stated)
→ -4%, -11%[38.3 µM], 2%, -3%, 3%, -1%, -1%
> Nc1nc2c(nc(Br)n2C2CC(O)C(CO)O2)c(=O)[nH]1 (configuration not stated)
→ ., -6%, ., -5%, ., ., 5%
> Oc1ccc(/C=N/Nc2ccc3ccccc3c2)c(O)c1
→ ., 1%, ?, 4%, -8%, ?, 9%
> COC(=O)[C@H](CCSC)NC(=O)c1cccnc1SC
→ 7%[10 µM], ., 11%[9.22 µM], -6%, ., -3%, 2%
> COCc1cc(CN2CCN(C)CC2)c(O)c2ncccc12
→ -26%[10 µM], 29%[38.3 µM], 18%, 2%, -14%, ?, 1%
> CCOc1c(Cl)cc(/C=N/O)cc1OC
→ 20%, 8%[38.3 µM], 2%, -4%, -1%, 0%, -3%
> C=C(C)C(=O)Nc1cccc(C2=NOC3(C2)C[C@@H](C(N)=O)N(C(=O)/C(C)=C/C)C3)c1 (some centres not stated)
→ 18%[10 µM], ., -34%[9.22 µM], 3%, ., -6%, 6%
> O=C(NCc1cccs1)c1cc(-c2ccc(O)cc2)on1
→ -15%[10 µM], ., -1%[9.22 µM], -3%, ., 12%, 9%
> O=c1c2ccccc2nc(CSc2nnnn2-c2ccccc2)n1-c1ccccc1
→ -33%, 23%[38.3 µM], 2%, -15%, 1%, 2%, 1%
> Cc1ccsc1CNC(=O)c1c(-c2ccccc2)noc1C
→ -19%[10 µM], ., -5%[9.22 µM], 2%, -18%, -9%, 9%
> CCOC(=O)c1c(C)[nH]c(C(=O)Nc2ccc3c(c2)OCO3)c1C
→ -38%[inhibitor], -1%[38.3 µM], 4%, -4%, -5%, -5%, 3%
> Cc1ccccc1-c1nc(N(C)C)c2ccccc2n1
→ -24%, 6%, ., 4%, ., ., 8%
> O=C(Nc1nnc(-c2ccco2)o1)c1ccc(Cl)cc1
→ -5%, 0%, -25%, 1%, -2%, 1%, -5%

Remaining list, next part.
Each structure is followed by: HTT cytoprotect, IMPase Li cell, HttQ103 aggreg, GAA spleen mod, GAA inhib, GAA glycogen mod, GoLoco inh red
> Cc1nnc(SCC(=O)NC(C)c2ccccc2)[nH]c1=O (configuration not stated)
→ -2%, 6%[38.3 µM], 7%, -2%, ?, -8%, 0%
> CCN(CC)C(=O)CN(c1cc(Cl)ccc1OC)S(=O)(=O)c1ccc(C)c([N+](=O)[O-])c1
→ 23%[10 µM], 4%, 19%, 3%, -4%, -3%, 5%
> Cc1ccc(S(=O)(=O)N(C)c2nonc2C)cc1
→ -21%[10 µM], -3%[38.3 µM], -10%, -14%, -7%, 5%, 2%
> C=CCNC(=O)c1c(N)n(-c2cccc(S(N)(=O)=O)c2)c2nc3ccccc3nc12
→ -24%[0.074 µM], -6%[38.3 µM], -10%, ?, ?, -2%, 9%
> COC(=O)C(C(=O)Nc1cccc(Cl)c1C)C1CCCC1 (configuration not stated)
→ ., 10%, 11%, 2%, 1%, -8%, 4%
> CC1CC(C)CN(C(=O)c2cn(C)c3ccc(S(=O)(=O)N(C)C)cc3c2=O)C1 (configuration not stated)
→ -8%, 12%[38.3 µM], 12%, 3%, -8%[15.4 µM], -13%, -11%
> C=C(C)CNC(=S)NNC(=O)CCn1c2cc(Cl)ccc2c2ccc(Cl)cc21
→ 8%[10 µM], -2%, 3%, -1%, -2%, 9%, 2%
> CCC(=O)Nc1ccc2nc(C)n(CC(=O)Nc3ccccc3)c(=O)c2c1
→ -10%, -3%[38.3 µM], 14%, 3%, 2%, -5%, 22%
> O=C(COc1c(Cl)cccc1Cl)NN1C(=O)CSC1=S
→ 2%, -2%, 11%, ., -3%, ?, 106%[activator]
> Cc1ccc(CC2CC(=O)N(c3ccncc3)C2=O)cc1 (configuration not stated)
→ -7%[10 µM], -9%[38.3 µM], -4%, 3%, 0%, 0%, 5%
> CC(C)CCOc1ccc(C(CC(N)=O)C(=O)O)cc1 (configuration not stated)
→ -8%, 2%[38.3 µM], ?, 3%, ?, 0%, -3%
> CCOC(=O)c1cnc2ccc(C)cc2c1NCCO
→ -12%[10 µM], 8%, -19%, -3%, 5%, 1%, 0%
> C=CCNC(=S)NNC(=O)C(CC(C)C)CC(C)O (configuration not stated)
→ 17%[10 µM], ., 5%[9.22 µM], 0%, ., -8%, 0%
> O=C(CCCNC(=O)/C(=C/c1ccc(F)cc1)NC(=O)c1ccccc1)OCc1ccccc1
→ -2%[10 µM], -5%, -28%, -10%, -1%, -7%, -1%
> COc1ccc2c(c1)cc(C(O)c1ccccn1)n2S(=O)(=O)c1ccccc1 (configuration not stated)
→ ., -2%, -8%, -3%, -7%, 6%, 4%
> COC(=O)CN1C(=S)N(c2ccc(Cl)cc2)C(=O)C1CC(=O)Nc1ccc(F)cc1 (configuration not stated)
→ 2%[10 µM], 9%, 5%, -3%, -2%, -20%, 0%
> Cc1cccc(NC(=O)CSc2nnc(NC(=O)c3ccc(S(=O)(=O)N4CCOCC4)cc3)s2)c1C
→ ., -5%, -3%, -1%, 4%, 6%, -4%
> CCCCCCCCCn1ccc(=N)cc1
→ -34%[10 µM], ., -32%[9.22 µM], -1%, ., -1%, 2%
> O=C(COc1ccc(Br)cc1)NCCO
→ -2%[10 µM], -10%, 10%, 5%, 0%, 5%, 1%
> CCSc1nnc(Cc2cc(=O)[nH]c(=O)[nH]2)n1-c1ccc(Cl)cc1
→ 33%[10 µM], ., 2%[9.22 µM], 0%, ., -2%, -9%
